APOBEC3A inh: blocks human APOBEC3A ssDNA deamination; hit rate 0.41% among 330,000; P31941; recombinant A3A, FAM/TAMRA ssDNA deamination fluorescence; AID 493011; inhibition, % at 20 µM;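 active = at least 40% inhibition at 20 µM here, with at most 30% in a related deaminase screen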;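 note: plate controls were A3A with DMSO for no effect and wells lacking A3A enzyme for full effect; some results filed as inactive read as strong as hits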
Target sequence (P31941 whole entry, looked up): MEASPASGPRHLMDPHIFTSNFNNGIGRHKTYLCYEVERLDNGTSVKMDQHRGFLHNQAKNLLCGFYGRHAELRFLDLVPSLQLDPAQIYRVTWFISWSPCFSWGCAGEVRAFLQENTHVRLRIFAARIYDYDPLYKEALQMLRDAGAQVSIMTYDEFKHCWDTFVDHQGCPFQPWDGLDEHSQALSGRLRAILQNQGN
beta cell repl: inducers of beta-cell replication in MIN6 cells | MIN6 cells proliferation, ATPlite luminescence, 48 h; cells starved in 0.2% serum; 100% = growth in 10% serum | proliferation, % at 10 µM | hit rate 0.29% among 330,000;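 active = compounds whose signal lies at least 3.5 SD above the mean of all wells on their plate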;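 note: 0% = DMSO-treated cells in low-serum medium and 100% = 10% serum control; some compounds called inactive have numbers as strong as hits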
hIAP act: increases human intestinal alkaline phosphatase activity; purified human IAP, CDP-Star luminescence, 30 min; hits give high values; 1 = vehicle-only enzyme, 0 = enzyme-free background; activation factor at 10 µM; hit rate 0.16% among 330,000;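 active = activation factor of the enzyme at least 2-fold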; note: the source names both 10 and 20 µM as test concentration; values of inactives mirror those of a sister screen read the other way
MPTP inh: blocks calcium-induced mitochondrial swelling; isolated mouse mitochondria, Ca2+ swelling absorbance, 30 min; inhibition, % at 10 µM; hit rate 1.4% among 360,000; AID 602449;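 active = inhibition of 50% or more, scaled per plate between neutral and stimulator controls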;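 note: 0% = DMSO wells given calcium and 100% = 1 mM EGTA wells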
APOBEC3G inh: APOBEC3G (human) deaminase inhibition; Q9HC16; recombinant A3G, ssDNA deamination FAM/TAMRA fluorescence; inhibition, % at 20 µM; hit rate 0.28% among 330,000;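 active = inhibition of at least 40% at 20 µM, with no more than 30% in the related APOBEC3A deaminase screen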;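 note: plate controls were DMSO wells with A3G for no effect and wells lacking A3G enzyme for full effect; some compounds called inactive have numbers as strong as hits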
Target sequence (Q9HC16 whole entry, looked up): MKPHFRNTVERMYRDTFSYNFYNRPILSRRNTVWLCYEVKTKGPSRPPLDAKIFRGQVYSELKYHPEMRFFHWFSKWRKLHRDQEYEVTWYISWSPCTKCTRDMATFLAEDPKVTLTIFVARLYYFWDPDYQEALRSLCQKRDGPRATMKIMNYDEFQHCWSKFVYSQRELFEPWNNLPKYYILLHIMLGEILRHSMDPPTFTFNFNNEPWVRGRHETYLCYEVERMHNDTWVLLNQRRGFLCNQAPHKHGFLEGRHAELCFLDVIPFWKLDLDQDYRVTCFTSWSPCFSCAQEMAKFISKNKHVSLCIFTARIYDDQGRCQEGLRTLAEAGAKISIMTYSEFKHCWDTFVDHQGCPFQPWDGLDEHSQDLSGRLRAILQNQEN
mIAP act: mouse IAP activation; muIAP, CDP-Star luminescence, 30 min; hits give high values; 1 = vehicle-only enzyme signal, 0 = enzyme-free wells; activation factor at 10 µM; hit rate 0.24% among 330,000;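 active = activation factor of at least 2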; note: the source names both 10 and 20 µM as test concentration; values of inactives mirror those of a sister screen read the other way
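Assay system: mouse IAP enzyme; reagent: chemiluminescent substrate CDP-Star; dosing: test compounds delivered from DMSO solution; schedule: 30 min at room temperature; measured by: luminescence from enzymatic CDP-Star hydrolysis; controls: DMSO-only wells and no-enzyme negative control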
ATG4B inh: inhibitors of human ATG4B cysteine protease; Q9Y4P1; ATG4B cleavage of LC3-PLA2, NBD-HPC fluorescence, 1 h; inhibition, % at 8.33 µM; hit rate 0.51% among 340,000; AID 504462; in the data active = inhibition above about 40%
Target sequence (Q9Y4P1 whole entry, looked up): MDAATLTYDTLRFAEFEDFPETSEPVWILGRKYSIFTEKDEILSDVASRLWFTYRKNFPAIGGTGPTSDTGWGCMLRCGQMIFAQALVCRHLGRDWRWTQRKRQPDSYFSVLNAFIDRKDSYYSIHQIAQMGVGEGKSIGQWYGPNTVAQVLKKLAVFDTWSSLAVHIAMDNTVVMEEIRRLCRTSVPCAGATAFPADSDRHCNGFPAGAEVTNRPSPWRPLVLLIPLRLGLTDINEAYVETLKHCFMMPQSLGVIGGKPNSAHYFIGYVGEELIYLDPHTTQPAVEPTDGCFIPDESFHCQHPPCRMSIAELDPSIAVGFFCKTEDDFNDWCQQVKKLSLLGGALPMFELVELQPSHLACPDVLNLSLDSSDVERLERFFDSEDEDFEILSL
hIAP inh: human IAP inhibition; P09923; hit rate 0.12% among 330,000; purified IAP, CDP-Star luminescence, 30 min; AID 2544; inhibition, % at 10 µM;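 active = inhibition reaching a set limit with compound at 10 µM in the primary screen, cut at about 35% in these data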;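 note: plate controls were DMSO wells with enzyme for no effect and no-enzyme buffer wells for full effect; values of inactives mirror those of a sister screen read the other way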
mIAP block: mouse IAP inhibition; inhibition, % at 10 µM; hit rate 0.2% among 330,000; AID 2806; purified mouse IAP, CDP-Star luminescence, 30 min;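 active = inhibition of at least 40% at 10 µM in the primary screen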;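 note: plate controls were DMSO with enzyme for no effect and no enzyme wells for full effect; values of inactives mirror those of a sister screen read the other way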
An asterisk follows results filed as active; . = not tested or not shown.

SMILES | APOBEC3A inh | beta cell repl | hIAP act | MPTP inh | APOBEC3G inh | mIAP act | ATG4B inh | hIAP inh | mIAP block
O=c1cc(-c2ccc(Cl)c(Cl)c2)[nH][nH]1 | -11 | 4 | 1.2 | 9.8 | -2 | 0.99 | 16 | -23 | 1
Nc1ccc(/C=C/C(=O)c2cccs2)cc1 | -6 | -4 | 0.89 | -1.4 | -13 | 0.95 | -10 | 11 | 4
CC1=C(C(=O)Nc2ccccn2)C(c2cccnc2)n2nnnc2N1 (centres undefined) | -4 | 1 | 1 | -1.0 | -5 | 0.99 | -7 | -2 | 1
CCN(Cc1ccccc1)c1ccc(N=Nc2nn(C)c(C)c2[N+](=O)[O-])cc1 | 3 | -3 | 0.65 | 9.7 | -1 | 0.66 | 53* | 35 | 34
COc1cc2c3nc4n(c(=O)c3n(CC(=O)NCC3CCCO3)c2cc1OC)CCS4 (centres undefined) | 5 | 0 | 1 | 0.8 | -2 | 1.1 | -1 | 0 | -8
COc1ccccc1[C@@H]1C(c2ccccc2)=NN(c2ccccc2)[C@H]1C(=O)N1CCOC1=O | 5 | . | . | -3.0 | 2 | 1 | 6 | . | -2
Cc1ccc(-c2nnn(CC(=O)N(CC(=O)NC3CCCC3)c3cccc(F)c3)n2)o1 | -1 | -2 | 1 | -0.1 | -6 | 0.98 | -7 | -3 | 2
CCN1C(=O)[C@H]2[C@@H](c3ccc(-c4ccccc4)cc3)N[C@@](C)(C(=O)OC)[C@H]2C1=O | 0 | -4 | 1 | -0.2 | -3 | 1.1 | 2 | -2 | -5
CC1(C)CC(=O)C2=C(C1)OC(N)=C(C#N)C2C1C=CCCC1 (centres undefined) | 0 | 0 | 0.9 | -0.7 | -5 | 1.1 | 1 | 10 | -8
CN(C)C(=O)C(=O)c1cccn1-c1cccc(Cl)c1C#N | -4 | 2 | 1.1 | 0.8 | -1 | 0.94 | 10 | -10 | 6
O=C(NCc1ccco1)c1cccc2c1C(=O)N(C1CCCCC1)C2 | 11 | -2 | 1.1 | 2.3 | 5 | 1 | -4 | -15 | 0
Cn1ncc2c(NNC(=O)c3ccc(Cl)cc3Cl)ncnc21 | -2 | 0 | 1.7 | -0.7 | -5 | 0.86 | 3 | -68 | 14
Cc1ccc(S(=O)(=O)NCCCC(=O)N2CCC(C)CC2)cc1 | -4 | -2 | 0.77 | 0.6 | -1 | 1.1 | -9 | 24 | -6
CCN(C(=O)CN1CCCCC1)C1(C)C(=O)c2ccccc2C1=O | 1 | -1 | 1 | 0.4 | -4 | 1 | -2 | -2 | 0
COc1ccc(NS(=O)(=O)c2cc(NC(=O)c3cccnc3Cl)ccc2N2CCCC2)cc1 | 4 | -3 | 1.1 | 3.1 | -3 | 1 | -11 | -6 | -4
COc1ccc(S(=O)(=O)N(C)CC(=O)NCCc2ccccc2)cc1OC | -1 | -3 | 0.91 | 0.1 | -8 | 0.97 | -4 | 9 | 3
CCC1CC2(C)NC(=O)c3c(sc4c3CC(C)(C)OC4)N2C1=O (centres undefined) | -3 | 2 | 1 | 0.7 | 15 | 0.87 | -4 | -3 | 13
COc1ccc(-c2c(C#N)sc(C(N)=O)c2-c2ccc(OC)cc2)cc1 | -2 | -1 | 1.2 | 8.6 | -6 | 0.97 | 82* | -17 | 3
COc1ccc(CN2C(=O)c3cccnc3C2Nc2cc(Cl)c(OC)cc2OC)cc1 (centres undefined) | -5 | -1 | 0.99 | 1.2 | -7 | 0.89 | 5 | 0 | 11
CCOC(=O)c1ccc(Cl)c(NC(=O)c2ccc(-c3ccccc3)cc2)c1 | -2 | -3 | 0.91 | 0.7 | -8 | 0.87 | -2 | 9 | 13
COC(=O)Cc1ccc(NC(=S)N2CCCC(C)C2)cc1 (centres undefined) | 0 | -6 | 1 | -1.5 | -5 | 0.86 | 7 | -3 | 14
CCC(C)(C)NC(=O)c1ccc2c(c1)N(CC(=O)N1CCCC1)C(=O)C(C)(C)O2 | -2 | 0 | 1.1 | 0.6 | -7 | 0.89 | -4 | -8 | 11
COc1cccc(-c2csc3ncnc(Sc4nnnn4C)c23)c1 | -3 | -6 | 1.1 | -2.3 | 3 | 1 | -5 | -12 | -3
CCCCn1c(N)nc2ccccc21 | 1 | -2 | 0.89 | -0.2 | -3 | 0.96 | 11 | 11 | 4
O=C(CCN1C(=O)/C(=C/c2ccccc2F)SC1=S)NCCc1ccc(O)cc1 | -7 | 0 | 1.1 | 49 | -8 | 0.82 | -2 | -12 | 18

Quoted at random: 3 entries already listed, in no set order.
SMILES | APOBEC3A inh | beta cell repl | hIAP act | MPTP inh | APOBEC3G inh | mIAP act | ATG4B inh | hIAP inh | mIAP block
Nc1ccc(/C=C/C(=O)c2cccs2)cc1 | -6 | -4 | 0.89 | -1.4 | -13 | 0.95 | -10 | 11 | 4
CCC1CC2(C)NC(=O)c3c(sc4c3CC(C)(C)OC4)N2C1=O (centres undefined) | -3 | 2 | 1 | 0.7 | 15 | 0.87 | -4 | -3 | 13
CCOC(=O)c1ccc(Cl)c(NC(=O)c2ccc(-c3ccccc3)cc2)c1 | -2 | -3 | 0.91 | 0.7 | -8 | 0.87 | -2 | 9 | 13

(further entries)
SMILES | APOBEC3A inh | beta cell repl | hIAP act | MPTP inh | APOBEC3G inh | mIAP act | ATG4B inh | hIAP inh | mIAP block
O=S1(=O)CCOC[C@H](Cc2ccccc2)N1Cc1cccc(C(F)(F)F)c1 | 0 | -2 | 1.1 | 0.5 | -5 | 1 | 0 | -9 | -5
CS(=O)(=O)c1cnc(-c2ccccc2)nc1-c1ccccc1Cl | 0 | -2 | 0.96 | 1.7 | -1 | 0.92 | -3 | 4 | 8
Cc1ccc(OCC(=O)Nc2ccc(NC(=O)c3ccco3)cc2)c(C)c1 | 2 | 0 | 1 | -0.2 | -11 | 1.1 | -1 | -4 | -8
CCCCNC(=O)c1ccc2c(c1)S(=O)(=O)c1ccccc1C2=O | 0 | 2 | 0.9 | -1.2 | 1 | 0.97 | -3 | 10 | 3
Cc1ccnc(NC(=O)c2cc3ccccc3oc2=O)c1 | -5 | -1 | 0.99 | -0.1 | -4 | 1 | 4 | 1 | -3
COC(=O)Cc1c(C(=O)OC)nnn1-c1ccc(OC)cc1 | 3 | -1 | 1.2 | 2.2 | -8 | 1 | -10 | -24 | -1
O=C1C2CC=CCC2C(=O)N1c1ncn[nH]1 (centres undefined) | -1 | -1 | 1 | -1.6 | -5 | 1 | -2 | -1 | -1
COC(CN(C(=O)CCl)C(C(=O)NC1CCCCC1)c1ccc(Cl)cc1)OC (centres undefined) | 0 | 0 | 1.1 | 0.8 | -4 | 1.1 | 1 | -8 | -8
OC(COc1ccccc1)CN1CCN(c2ncccn2)CC1 (centres undefined) | -3 | -2 | 1.2 | 0.0 | -2 | 1 | -3 | -18 | -1
CCNc1nc(C23CC4CC(CC(C4)C2)C3)cs1 | -4 | -3 | 0.96 | 3.6 | -3 | 0.87 | 17 | 4 | 13
CC(OC(=O)c1cc2ccccc2[nH]1)C(=O)N(C)c1ccccc1 (centres undefined) | 0 | -4 | 1 | 0.0 | -6 | 0.97 | -3 | -3 | 3
O=C(NCc1ccccc1)c1cc2nc(C3CC3)cc(C(F)(F)F)n2n1 | -3 | -1 | 0.79 | -1.9 | -4 | 0.99 | -6 | 21 | 1
CCCN(CCC(=O)Nc1ccccc1F)CC1CC1 | 3 | -1 | 1.1 | 1.8 | 6 | 1.1 | 0 | -13 | -7
Cc1cc(C)cc(OCCNC(=O)CCc2ccccc2)c1 | -2 | -2 | 0.97 | -1.4 | -3 | 1.1 | -6 | 3 | -10
CCN1CCCC1CN(Cc1cc2cc(C)cc(C)c2[nH]c1=O)C(=O)Nc1ccccc1OC (centres undefined) | -4 | -4 | 0.96 | . | -6 | 1 | -18 | 4 | -1
CCCc1nnc(SCC(=O)N2CCCCC2C)n1CC (centres undefined) | 0 | -1 | 1 | 0.8 | -1 | 1 | 1 | -3 | -2
c1ccc(-c2ccccc2OCCN2CCCCC2)cc1 | 1 | 0 | 1 | -0.1 | 4 | 1 | 5 | -4 | -2
NNC(=O)c1ccc2c(c1)S(=O)(=O)NNC2=O | -1 | -2 | 0.88 | 0.8 | -7 | 0.95 | 4 | 12 | 5
Cc1cccc(OCC(=O)Nc2ccc3c(c2)nc2n3CCOC2)c1 | -4 | 4 | 0.99 | 0.0 | 0 | 1 | 3 | 1 | -4
COc1ccc(C(=O)CNc2ccccc2Br)cc1 | 0 | -6 | 0.96 | -0.8 | -8 | 1 | 9 | 4 | -4
CC(C)C(NC(=O)c1ccccc1NC(=O)c1ccccc1)C(=O)NNC(=O)c1ccncc1 (centres undefined) | -3 | -4 | 1.5 | -0.2 | -4 | 1 | 0 | -53 | -1
O=C(c1ccccc1)c1ccc2c(c1)OCCCO2 | -1 | -1 | 1 | 0.7 | -2 | 0.98 | -2 | -4 | 2
CC(=O)c1cccc(Nc2c3c(nc4ccccc24)CCC3)c1 | 1 | 1 | 1 | 13 | -7 | 0.89 | 3 | -1 | 12
Cc1ccc(N2C(=O)C3C4C=CC(CC4)C3C2=O)cc1Br (centres undefined) | -5 | -3 | 1.4 | 1.5 | -2 | 1.1 | 2 | -44 | -10
COc1cc(C(=O)NC(=S)Nc2csc(-c3ccc(F)cc3)n2)cc(OC)c1OC | -3 | 0 | 0.99 | 1.7 | -7 | 0.85 | 1 | 1 | 15
Other records follow:
SMILES | APOBEC3A inh | beta cell repl | hIAP act | MPTP inh | APOBEC3G inh | mIAP act | ATG4B inh | hIAP inh | mIAP block
COc1ccc(-c2csc(NC(=O)c3ccc(S(=O)(=O)N4CCc5ccccc5C4)cc3)n2)cc1 | -2 | 0 | 0.87 | 1.8 | -7 | 0.74 | 12 | 13 | 26
O=C(NC(=O)N1CCN(C(c2ccccc2)c2ccccc2)CC1)c1ccccc1 | 5 | -4 | 0.98 | 1.3 | 0 | 0.97 | -5 | 2 | 3
C/C(=N/NC(=O)c1ccccn1)c1ccco1 | 7 | -3 | 1 | -0.8 | 2 | 0.93 | -8 | -2 | 7
COc1ccc(CNCC(O)(c2ccccc2)c2ccccc2)cc1OC | -4 | -4 | 0.93 | 3.5 | -4 | 0.96 | -3 | 7 | 4
C=CCn1c(SCn2nnc3ccccc3c2=O)nnc1C1CCCCC1 | -2 | -2 | 0.87 | -1.4 | -7 | 0.99 | -7 | 13 | 1
O=C(CN1CCN(Cc2ccc(F)cc2Cl)C1=O)NCCc1ccccc1 | 0 | -2 | 0.84 | -1.7 | 0 | 0.97 | 3 | 16 | 3
CNC(=S)N1N=C(c2ccccc2)CC1c1ccccc1Cl (centres undefined) | 2 | -2 | 1.1 | 0.5 | -6 | 0.92 | -4 | -9 | 8
N#Cc1ccccc1OCC(=O)Nc1ccc(S(=O)(=O)N2CCOCC2)cc1 | 2 | -2 | 1.1 | 0.1 | 3 | 1.1 | -3 | -7 | -5
COc1ccc2nc3cc(Cl)ccc3c(C#N)c2c1 | 9 | 1 | 0.95 | 1.2 | -2 | 1 | -3 | 5 | -5
OCCC1CN(Cc2ccccn2)CCN1C1CCCC1 (centres undefined) | 1 | -2 | 0.96 | 1.0 | 0 | 1 | 9 | 4 | -2
Cc1ccc(N(C(=O)c2ccc(S(=O)(=O)N3CCOCC3)cc2)C2C=CS(=O)(=O)C2)cc1 (centres undefined) | -3 | 2 | 0.91 | 0.2 | -3 | 1.1 | -7 | 9 | -11
O=C(CN1CCN(C(=O)c2ccccc2)CC1)Nc1cc(S(=O)(=O)N2CCCC2)ccc1Cl | -2 | -1 | 0.97 | -1.1 | -8 | 1 | -4 | 3 | -4
COc1ccc2sc(-c3ccc(S(C)(=O)=O)cc3)c(-c3ccc(C(N)=O)cc3)c2c1 | 2 | -3 | 0.93 | -1.3 | -7 | 0.99 | 14 | 7 | 1

Screening results (PubChem)
